Screening data deposited in PubChem BioAssay by National Center for Advancing Translational Sciences (NCATS).
mIDH1 inhibitor = qHTS for Inhibitors of mutant isocitrate dehydrogenase 1 (IDH1): qHTS; Isocitrate dehydrogenase [NADP] cytoplasmic (Homo sapiens), O75874; IDH1-R132H enzyme, NADPH consumption, diaphorase/resazurin fluorescence; AID 602179, 2012; 390,000 tested, 0.093% active; Potency, µM (highest dose often 76.6 µM), inactives show top-dose activity change, negative = inhibition, usual class: inhibitors; note: potency is the fitted concentration of half-maximal effect; % is set by controls: 0 for no effect and ±100 for the full control effect; nearly all actives have a fitted effect of over 65% in size
Target sequence (O75874 whole entry R132H, stated change not applied): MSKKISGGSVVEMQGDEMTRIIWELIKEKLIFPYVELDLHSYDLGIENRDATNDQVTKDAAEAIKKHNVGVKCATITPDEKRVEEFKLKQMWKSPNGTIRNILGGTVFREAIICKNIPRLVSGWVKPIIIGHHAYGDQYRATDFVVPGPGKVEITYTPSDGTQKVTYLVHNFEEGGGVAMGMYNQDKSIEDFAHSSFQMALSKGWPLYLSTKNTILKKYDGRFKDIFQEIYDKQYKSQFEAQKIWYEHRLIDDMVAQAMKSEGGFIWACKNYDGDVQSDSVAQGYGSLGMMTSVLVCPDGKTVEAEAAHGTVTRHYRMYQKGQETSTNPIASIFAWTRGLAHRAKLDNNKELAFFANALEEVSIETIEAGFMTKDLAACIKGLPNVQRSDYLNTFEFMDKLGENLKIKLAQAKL
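IDH1-R132H (0.5 ug/mL dispensed) in pH 7.5 Tris buffer was preincubated 30 min with compound, then given a substrate mix of 0.016 mM NADPH and 2 mM alpha-KG for 80 min at room temperature; remaining NADPH was read by diaphorase/resazurin fluorescence.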
USP1-UAF1 inh = Inhibitors of USP1/UAF1: Primary Screen; 390,000 tested, 0.23% active; recombinant USP1/UAF1, Ub-Rhodamine cleavage fluorescence; AID 743255, 2014; Potency, µM (series often up to 57.1 µM), without a hit: at the highest dose activity change, negative = inhibition, usual class: inhibitors; note: potency is the fitted concentration of half-maximal effect; % is set by controls: 0 for no effect and ±100 for the full control effect; nearly all actives have a fitted effect of over 60% in size; inactives centre near -12
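USP1/UAF1 complex at 1 nM was preincubated with compound for 15 min at room temperature, then Ub-Rho substrate (150nM final) was added. Fluorescence (480/540 nm) was read kinetically, 6 reads every 60 seconds.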
TrxR1 inh = qHTS Assay for Inhibitors of Mammalian Selenoprotein Thioredoxin Reductase 1 (TrxR1): qHTS | Thioredoxin reductase 1, cytoplasmic (Rattus norvegicus), O89049 | Potency, µM (top dose mostly 114 µM), for the others: at the top dose activity change, negative = inhibition, most hits filed as inhibitors | AID 588453, 2011 | recombinant rTrxR1, NADPH fluorescence consumption, selenite substrate | 390,000 tested, 1% active; note: potency is the fitted concentration of half-maximal effect; % is set by controls: 0 for no effect and ±100 for the full control effect; nearly all actives have a fitted effect of over 65% in size
Target sequence (O89049 whole entry, looked up): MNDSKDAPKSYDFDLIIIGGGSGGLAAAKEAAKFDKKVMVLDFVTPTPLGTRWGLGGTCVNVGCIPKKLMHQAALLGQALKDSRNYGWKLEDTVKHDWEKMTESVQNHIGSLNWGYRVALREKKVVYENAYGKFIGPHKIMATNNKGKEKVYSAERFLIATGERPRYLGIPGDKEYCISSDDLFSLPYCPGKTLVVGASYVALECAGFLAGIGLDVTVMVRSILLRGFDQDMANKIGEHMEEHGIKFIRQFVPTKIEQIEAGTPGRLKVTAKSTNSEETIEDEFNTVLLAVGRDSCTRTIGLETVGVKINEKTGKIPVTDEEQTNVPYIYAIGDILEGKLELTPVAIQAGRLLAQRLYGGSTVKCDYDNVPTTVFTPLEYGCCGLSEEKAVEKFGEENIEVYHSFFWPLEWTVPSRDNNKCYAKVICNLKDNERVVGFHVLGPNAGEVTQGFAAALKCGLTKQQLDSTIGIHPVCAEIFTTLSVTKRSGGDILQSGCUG
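Rat TrxR1 (90 nM in the dispensed reagent) was pre-reduced with 400 uM NADPH for 5 min at room temperature, then incubated with compound for 15 min. After 400 uM selenite was added, NADPH fluorescence (Ex 340/Em 450 nm) was followed for 8 min.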
TRHR PAM = qHTS for Small Molecule Agonists and Allosteric Enhancers of Human TRH Receptor: Primary Screen for Enhancers. Thyrotropin-releasing hormone receptor (Homo sapiens), P34981. TRHR cells, fluo-8 calcium fluorescence, EC20 TRH enhancement. enhancement, % at 2 µM. 360,000 tested, 0.66% active; in the data active = enhancement above about 30%; note: 0% is about no effect
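TRHR-expressing cells loaded with fluo-8 calcium dye were read kinetically (ex 480/em 530) during compound addition, then stimulated with an EC20 of TRH (10 nM final). Enhancement of the Gq-mediated intracellular calcium response was scored.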
D2 antag = HTS Assay for Allosteric Antagonists of the Human D2 Dopamine Receptor: Primary Screen for Antagonists | inhibition, % at 10 µM | 340,000 tested, 2% active | HEK293 TREx D2 cells, calcium flux, dopamine EC80 | D(2) dopamine receptor (Homo sapiens), P14416; in the data active = inhibition above about 30%; note: 0% is about no effect
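Tetracycline-induced HEK293 TREx cells expressing D2 receptor forced-coupled to calcium signalling, loaded with no-wash calcium dye. Compounds added and calcium flux read 180 s, then dopamine added at EC80 and read a further 180 s.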
TRHR ag = qHTS for Small Molecule Agonists and Allosteric Enhancers of Human TRH Receptor: Primary Screen for Agonists; TRHR cells, calcium flux fluo-8, FDSS agonist mode; activation, % at 2 µM; Thyrotropin-releasing hormone receptor (Homo sapiens), P34981; 360,000 tested, 0.18% active; in the data active = activation above about 30%; note: 0% is about no effect
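TRHR-expressing cells loaded with fluo-8 calcium dye; 23 nL library compound pin-transferred, kinetic FDSS fluorescence (Ex 480/Em 530) recorded about 180 s for agonist-induced calcium release, before a 10 nM TRH EC20 addition for potentiator mode.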
D2 agonist = HTS Assay for Allosteric Agonists of the Human D2 Dopamine Receptor: Primary Screen for Agonists | 340,000 tested, 0.53% active | HEK293 T-REx D2 cells, calcium flux agonist mode | activation, % at 2 µM | D(2) dopamine receptor (Homo sapiens), P14416;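 active = activation over 3 SD above normal in the single-dose calcium agonist read, cut at about 30% in these data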; note: 0% is about no effect
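Tetracycline-induced HEK293 Trex cells with D2 receptor force-coupled to calcium signaling, plated overnight at 30 C and loaded with no-wash calcium dye. Calcium flux read kinetically for 180 s after compound addition; responses flag agonists.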
TrxR1 substrate = qHTS Assay for Substrates of Mammalian Selenoprotein Thioredoxin Reductase 1 (TrxR1): qHTS. Thioredoxin reductase 1, cytoplasmic (Rattus norvegicus), O89049. purified TrxR1 substrate turnover, NADPH consumption readout. Potency, µM (doses to about 114 µM), for inactives: top-dose activity change, negative = substrate turnover. 390,000 tested, 0.01% active; note: potency is the fitted concentration of half-maximal effect; % is set by controls: 0 for no effect and ±100 for the full control effect; nearly all actives have a fitted effect of over 50% in size
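Rat TrxR1, dispensed at 90 nM, was prereduced with 400 uM NADPH (final) for 5 min at ~22 deg C, then incubated with compound 15 min before 400 uM selenite. A first-read NADPH fluorescence drop versus no-compound background flagged substrates.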
PI4K2A block = qHTS for small molecular inhibitors of PI4K2A | purified PI4K2A, ADP-Glo luminescence, 1 h; hits give low values | activity change, negative = inhibition, % at 76.9 µM | 420,000 tested, 0.13% active; in the data active = activity change below about -50%; inconclusive = mostly about -30% to -49%;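 note: -100% = wells without enzyme as full effect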
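Compounds are screened against recombinant PI4K2A using PI as substrate and ATP, the latter dispensed at 300 microM. Reactions run one hour at ambient temperature before ADP-Glo detection; full inhibition defined by wells lacking enzyme.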
* = called active by the depositor; ? = inconclusive; nt = not tested or not shown; & = joins results of further samples; [ ] = dose if it differs, or a comment. Unless noted, calls come from the whole dose curve; as a rule, active = well fitted inhibition curve with a large enough effect; inconclusive = small, poorly fitted or top-dose-only effect; inactive = no such curve, though single readings can be large or run the other way.

SMILES	mIDH1 inhibitor	USP1-UAF1 inh	TrxR1 inh	TRHR PAM	D2 antag	TRHR ag	D2 agonist	TrxR1 substrate	PI4K2A block
COc1ccc(-c2cnnn2-c2ccc(NC(=O)/C=C/c3ccc(OC)c(OC)c3)cc2)cc1	-7%	-11%	0%	4	-5	0.5	0.5	2%	-4
C=CCN1C(=O)c2ccc(C(=O)N(C)CC(=O)Nc3c(C)cccc3C)cc2C1=O	6%	-3%	18%	18	-9	0.6	-0.7	0%	3
CC(=O)Nc1cccc(NC(=O)CCc2ccccc2)c1	7%	-9%	-1%	-2	-1	-0.5	-0.8	-6%	-3
CCc1c(C)sc(NC(=O)c2cccs2)c1C#N	3%	-20%	7%	0	-27	0.8	-0.5	23%	0
CC(C)N(C(=O)CSc1nc(COc2ccccc2)nc2ccccc12)C(C)C	?	-15%	-24%	-2	-12	-1.0	0.7	-10%	-22
Cc1ccc2nc(C)/c(=N\O)c(C)nc2c1	2%	-8%	22%	8	1	0.1	-0.3	9%	1
O=C1/C(=C/c2cccs2)SC(=S)N1CCC(=O)N1CCCCC1CCO (centres undefined)	6%	-19%	-36%	14	8	0.2	-2.1	-6%	2
CC(Oc1ccccc1)C(=O)N1CCN=C1SCc1cccc(F)c1 (centres undefined)	1%	-27%	-1%	-5	nt	1.2	nt	-2%	2
CCCS(=O)(=O)N1CCN(Cc2ccc([N+](=O)[O-])cc2)CC1	2%	-13%	-5%	0	nt	-0.5	nt	4%	-1
O=c1ccnc(Nc2ccc3c(c2)OCCO3)[nH]1	8%	-22%	15%[57.1 µM]	8	-13	0.3	0.4	0%[57.1 µM]	3
CS(=O)(=O)N(CC(=O)N1CCCC1)c1ccc(Cl)cc1Cl	3%	-5%	19%[57.1 µM]	-3	0	0.1	0.8	9%[57.1 µM]	3
Cn1cc(-c2cc3n(n2)CCC(=O)N3CCCC(=O)NCc2ccccc2)c2ccccc21	-17%	-6%	9%[57.1 µM]	1	nt	-1.2	0.7	-2%[57.1 µM]	-2
CCC(CC)C(=O)Nc1cc(OC)c(OC)cc1C(=O)O	5%	-13%	-3%	-1	-13	0.5	-0.2	6%	-1
CCN(C(=O)CCCCC(=O)N(CC)c1ccccc1)c1ccccc1	18%	-16%	11%	nt	nt	nt	nt	1%	-1
CCOc1ccc(NC(=O)C2=C(C)C(=O)OC23CCC(C)CC3)cc1 (centres undefined)	16%	-16%&-23%	19%	7&11	16	0.2&1.8	0.6&-2.6	-4%	2&0
O=C(Oc1cccc(/C=N/Nc2nc(N3CCOCC3)nc(N3CCOCC3)n2)c1)c1ccco1	7%	-11%	0%	2	-5	-0.6	0.2	-1%	3
CCOC(=O)[C@@H]1[C@H]2COc3cc(OC)ccc3[C@@H]2N2C(=O)N(c3ccc(Cl)cc3)C(=O)[C@@]12C	-1%[38.3 µM]	-23%	-9%	-18	9	0.6	0.1	-9%	-2
c1ccc(-n2nnnc2Oc2cccc3cccnc23)cc1	17%	-9%	15%	-1	1	0.2	0.4	6%	1
CCOc1ccc(-c2cc(C(=O)N3CCN(S(=O)(=O)c4cc(Cl)ccc4OC)CC3)[nH]n2)cc1	1%	2%	19%	11	nt	-0.1	-0.9	3%	0
O=C(Cc1ccccc1)N1CCc2ccccc21	10%	-1%	4%	1	-27	-0.8	0.2	7%	-8

Overlap with the part before: three compounds, followed by the next part.
SMILES	mIDH1 inhibitor	USP1-UAF1 inh	TrxR1 inh	TRHR PAM	D2 antag	TRHR ag	D2 agonist	TrxR1 substrate	PI4K2A block
c1ccc(-n2nnnc2Oc2cccc3cccnc23)cc1	17%	-9%	15%	-1	1	0.2	0.4	6%	1
CCOc1ccc(-c2cc(C(=O)N3CCN(S(=O)(=O)c4cc(Cl)ccc4OC)CC3)[nH]n2)cc1	1%	2%	19%	11	nt	-0.1	-0.9	3%	0
O=C(Cc1ccccc1)N1CCc2ccccc21	10%	-1%	4%	1	-27	-0.8	0.2	7%	-8
C[C@H](CO)N1C[C@H](C)[C@@H](CN(C)S(=O)(=O)c2ccccc2)Oc2c(NC(=O)c3ccncc3)cccc2C1=O	0%	-20%	-2%[57.1 µM]	nt	nt	nt	nt	-6%[57.1 µM]	-3
Cn1cc(CNCc2cn[nH]c2-c2ccc(F)cc2)c(-c2ccc3c(c2)OCCO3)n1	-5%	-16%	13%	2	5	0.8	0.4	-1%	2
Cc1ccc2nc(-c3ccc(Cl)c(NC(=O)COc4ccc(C(C)C)cc4)c3)oc2c1	-3%	-4%	4%	6	nt	0.6	-0.2	12%[11.4 µM]	-3
O=C1C=CC(=O)N1c1ccc2c(c1)Cc1cc(F)ccc1-2	2%	-10%	-74%[57.1 µM]	nt	nt	nt	nt	1%[2.29 µM]	8
Cc1sc2ncnc(Sc3ccccc3C(=O)Nc3ccc(C#N)cc3)c2c1C	3%	-24%	-9%	-1	3	1.4	1.2	-7%	0
COc1ccccc1C(OC(=O)c1cccs1)C(=O)NCc1ccco1 (centres undefined)	10%	-14%	16µM*	-1	-3	-0.6	0.0	4%	-3
COCCNc1nc2ccccc2n1CC(=O)c1ccc(OC)c(OC)c1	-1%	-1%	7%	9	5	0.3	0.1	-3%	1
CCCn1c(=O)c2ccccc2n2c(SCC(=O)/C(C#N)=C(\C)N)nnc12	2%	-23%	14%	5	4	-0.9	0.4	-3%	-1
CC(=O)c1ccc(COC(=O)Cc2ccc([N+](=O)[O-])cc2)cc1	-2%	-19%	20%	-7	-12	-0.3	0.4	-3%	5
O=C(c1cnn2cccnc12)N1CCN(Cc2ccc3c(c2)OCO3)CC1	2%	2%	22%	0	-5	-0.3	18	10%	2
COc1ccc(/C=C/C(=O)c2sc(-c3ccc(Cl)cc3)nc2C)cc1	nt	nt	nt	-8	0	0.5	0.8	nt	nt
CCCN(CC(=O)Nc1ccccc1OC)C(=O)CC1CCCC1	-10%	-7%	9%	-2	-3	-0.1	-0.1	-2%	4
CS(=O)(=O)N1CCN(c2ccccc2NC(=O)c2cc3ccccc3o2)CC1	-11%	-9%	19%[0.0914 µM]	-13	9	0.5	0.4	9%[0.0914 µM]	2
CN(CC(=O)Nc1ccncc1)S(=O)(=O)c1ccccc1	1%	-15%	7%[57.1 µM]	-9	-9	0.2	1.3	9%[57.1 µM]	5
O=C(/C=C/c1ccccc1)Nc1ccc(Br)cn1	-1%	-19%	29%	7	22	0.2	0.2	1%	-11
COC(=O)c1ccccc1NC(=O)Nc1nnc(N2CCCCC2C)s1 (centres undefined)	-2%	-20%	9%	-2	nt	-0.6	nt	3%	2
CC(C)N(Cc1nccn1C)C(=O)c1cc(COc2ccc3ncccc3c2)on1	0%	-9%	15%	0	11	-0.6	-2.5	3%	-1
CCOC(=O)c1c(C)nc2sc3c(=O)n(-c4ccc(C(C)=O)cc4)nnc3c2c1-c1ccc(OC)cc1	-3%	0%	-3%	14	6	-1.0	-1.8	-6%	6
C=C(Cl)COc1cc(C)cc2oc(=O)cc(CC)c12	5%	-19%	9%	6	-8	-0.6	-0.3	11%	-4
CCc1ccc(C(=O)COC(=O)c2cnccn2)cc1	2%	-8%	-9%	-1	-6	-0.5	-0.1	-13%	-1
CC1CC(=O)Nc2ccccc2N1C(=O)Nc1ccc(F)cc1 (centres undefined)	6%	-11%	-11%	5	22	0.3	-1.9	-1%	3
CN(C(=O)CN1CCN(c2cnn(-c3ccccc3)c(=O)c2Cl)CC1)C1CCS(=O)(=O)C1 (centres undefined)	1%	-16%	16%	3	33*	0.5	-0.1	-1%	-2

Some of these compounds in order of their number in TrxR1 substrate, lowest first:
| Compound | TrxR1 substrate |
| --- | --- |
| COCCNc1nc2ccccc2n1CC(=O)c1ccc(OC)c(OC)c1 | -3% |
| O=C(/C=C/c1ccccc1)Nc1ccc(Br)cn1 | 1% |
| C=C(Cl)COc1cc(C)cc2oc(=O)cc(CC)c12 | 11% |

One compound at a time, as listed above. Order of values: mIDH1 inhibitor | USP1-UAF1 inh | TrxR1 inh | TRHR PAM | D2 antag | TRHR ag | D2 agonist | TrxR1 substrate | PI4K2A block
Profile of `COc1ccc(/C=C/C(=O)c2sc(-c3ccc(Cl)cc3)nc2C)cc1` = nt | nt | nt | -8 | 0 | 0.5 | 0.8 | nt | nt
Profile of `Cc1ccc2nc(-c3ccc(Cl)c(NC(=O)COc4ccc(C(C)C)cc4)c3)oc2c1` = -3% | -4% | 4% | 6 | nt | 0.6 | -0.2 | 12%[11.4 µM] | -3

Single values from above:
CS(=O)(=O)N1CCN(c2ccccc2NC(=O)c2cc3ccccc3o2)CC1 – D2 agonist = 0.4
CC(=O)c1ccc(COC(=O)Cc2ccc([N+](=O)[O-])cc2)cc1 – USP1-UAF1 inh = -19%
CC1CC(=O)Nc2ccccc2N1C(=O)Nc1ccc(F)cc1 (centres undefined) – mIDH1 inhibitor = 6%

Rows were taken by chance; 3.9% or so of the library scored in one or more.
